From PubChem BioAssay
PP5 primary – PP5 phosphatase inhibitors, primary screen, biochemical, fluorescence; Serine/threonine-protein phosphatase 5 (Homo sapiens), P53041; AID 1987, 2009; purified PP5c, OMFP substrate fluorescence; inhibition, % at 6.7 µM; 320,000 compounds, 0.18% hits;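 active = inhibition above the campaign's mean inhibition across all tested compounds plus 3 SD, cut at about 9.5% in these data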;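 also: 0% = DMSO only and 100% = 100 µM cantharidin control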
CTSL1 counter – Fasciola hepatica cathepsin L1 inhibitors, primary screen, counter-screen for PFM18AAP inhibitor project, biochemical, QFRET, fluorogenic peptide substrate; inhibition, % at 5.96 µM; recombinant F. hepatica cathepsin L1, Z-Leu-Arg-MCA fluorescence; AID 1906, 2009; 300,000 compounds, 0.49% hits;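 active = inhibition above the mean of all tested compounds plus 3 SD, set per screening campaign, cut at about 17% in these data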;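 also: 0% = plate median of test compound wells and 100% = 1 µM Z-Phe-Ala-diazomethylketone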
GRK2 inh – compounds blocking aptamer binding on GRK2 – biochemical, human GRK2, bead flow cytometry, HTS, primary screen; inhibition of aptamer binding, % at 10 µM; Beta-adrenergic receptor kinase 1 (Homo sapiens), P25098; FAM-aptamer displacement from GRK2; AID 488847, 2010; 330,000 compounds, 0.59% hits;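 active = inhibition of aptamer binding above 40%, roughly 3 SD of noise, on plates passing a quality check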;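 also: median bead fluorescence of bound FAM aptamer so fluorescent compounds give negative values; no value below 0 was filed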
Target sequence (P25098 whole entry, looked up): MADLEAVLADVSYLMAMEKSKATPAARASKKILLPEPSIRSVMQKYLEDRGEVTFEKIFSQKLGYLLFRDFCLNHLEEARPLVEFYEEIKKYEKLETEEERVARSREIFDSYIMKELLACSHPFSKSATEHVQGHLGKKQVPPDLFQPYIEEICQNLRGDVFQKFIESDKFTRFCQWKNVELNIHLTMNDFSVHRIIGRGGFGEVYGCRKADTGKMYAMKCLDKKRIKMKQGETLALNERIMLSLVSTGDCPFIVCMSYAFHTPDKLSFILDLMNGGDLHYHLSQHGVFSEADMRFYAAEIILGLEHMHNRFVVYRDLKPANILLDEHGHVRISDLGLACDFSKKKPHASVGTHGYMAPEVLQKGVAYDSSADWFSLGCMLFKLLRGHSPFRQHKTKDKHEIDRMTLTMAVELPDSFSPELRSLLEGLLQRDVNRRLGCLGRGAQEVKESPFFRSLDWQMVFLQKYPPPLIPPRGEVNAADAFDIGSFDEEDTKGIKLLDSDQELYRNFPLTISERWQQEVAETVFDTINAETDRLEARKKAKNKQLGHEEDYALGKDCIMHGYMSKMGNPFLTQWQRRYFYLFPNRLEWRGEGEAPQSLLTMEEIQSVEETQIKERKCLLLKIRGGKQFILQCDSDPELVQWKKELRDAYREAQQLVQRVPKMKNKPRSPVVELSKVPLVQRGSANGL
procasp7 counter – procaspase-7 activators, primary screen, counter-screen for procaspase-3 activator project, biochemical, absorbance, HTS, human | AID 463210, 2010 | recombinant procaspase-7, Ac-DEVD-pNA absorbance 405 nm; D23A/D198A/D206A triple mutant, cannot self-cleave; scale: DMSO 0, 5 µM enzyme 100 | 330,000 compounds, 0.093% hits | activation, % at 8.5 µM;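 active = percent activation above the screen-wide mean plus 3 SD, cut at about 25% in these data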
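Test system: Procaspase-7 triple mutant (PC-7 D3A). Also added: Ac-DEVD-pNA substrate, 400 µM as added. Schedule: 1 h enzyme–compound preincubation and 2 h substrate reaction, both 25 °C. Signal: p-Nitroaniline absorbance at 405 nm, read at 0 and 120 min. Control set: low DMSO alone, high DMSO plus 5 µM PC-7.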
HCV core dimer – inhibitors of HCV core protein dimerization, primary screen, biochemical, TR-FRET, high-throughput; TR-FRET GST/Flag-core106 dimerization, 1536-well; inhibition, % at 5 µM; 300,000 compounds, 0.33% hits; AID 1899, 2009;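 active = inhibition above the mean of all tested compounds plus 3 SD, set per screening campaign, cut at about 45% in these data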
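System: GST/Flag-tagged HCV core106 proteins. Incubation: compound-protein-antibody incubation 4 h at 22.5 °C. Technique: HTRF with 340 nm excitation, 617/671 nm emission. Medium: KF-containing HEPES buffer, pH 7.45, DTT, CHAPS, BSA. Read-out: inhibition (%) from 671 over 617 nm ratio. Also added: Eu(K)-anti-GST 90 ng/mL plus XL665-anti-Flag 1 µg/mL.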
VLA-4 inh – inhibition in human VLA-4 binding assay, primary screen, VLA-4 allosteric modulator project, MLPCN library, flow cytometry, VLA-4 expressing cells; ligand binding flow cytometry; inhibition, % (about 7 µM as worked out from the volumes in the protocol); 330,000 compounds, 0.2% hits; in the data active = inhibition above about 50%
GASC-1 inh – inhibitors of GASC-1 histone demethylase, primary screen, biochemical, fluorescence, DELFIA europium. Lysine-specific demethylase 4C (Homo sapiens), Q9H3R0. GST-JMJD2C(1-420) H3K9me3 demethylation. inhibition, % at 2.35 µM. 330,000 compounds, 0.069% hits. AID 2099, 2009;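 active = more than half of a compound's replicate wells show inhibition beyond 50%, single wells judged on their own value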;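 also: signal counts dimethyl H3K9 product captured on neutravidin plate; 0% = median of DMSO wells and 100% = 0.3 times that DMSO median; strong numbers were not always called active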
PP1 inh – PP1-alpha phosphatase inhibitors, primary screen, counter-screen for PP5 inhibitor project, biochemical, fluorescence, OMFP substrate, single point | 320,000 compounds, 0.9% hits | purified PP1alpha | Serine/threonine-protein phosphatase PP1-alpha catalytic subunit (Homo sapiens), P62136 | inhibition, % at 6.7 µM;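 active = inhibition above the mean inhibition of all tested compounds plus 3 SD, computed separately for each screening campaign, cut at about 15% in these data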
Target sequence (P62136 whole entry, looked up): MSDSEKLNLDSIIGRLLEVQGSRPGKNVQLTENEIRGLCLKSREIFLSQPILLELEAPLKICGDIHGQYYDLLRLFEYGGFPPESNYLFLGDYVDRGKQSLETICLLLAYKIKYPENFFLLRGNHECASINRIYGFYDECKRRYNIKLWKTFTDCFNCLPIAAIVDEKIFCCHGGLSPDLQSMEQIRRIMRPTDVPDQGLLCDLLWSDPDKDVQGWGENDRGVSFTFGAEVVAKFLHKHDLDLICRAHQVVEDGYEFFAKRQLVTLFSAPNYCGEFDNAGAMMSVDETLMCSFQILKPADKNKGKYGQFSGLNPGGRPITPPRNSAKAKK
procasp3 activ – activators of human procaspase-3 D3A mutant, primary screen, biochemical, absorbance, PC-3 D3A mutant, single concentration | Caspase-3 (Homo sapiens), P42574 | recombinant procaspase-3 D3A, Ac-DEVD-pNA absorbance 405 nm | activation, % at 8.5 µM | 330,000 compounds, 0.11% hits | AID 463141, 2010;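 active = activation above the mean of all tested compounds plus 3 SD, cut at about 21% in these data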;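 also: 0% = DMSO alone and 100% = DMSO wells spiked with extra 5 µM PC-3 D3A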
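Compound: 8.5 µM single point, 0.8% DMSO / Material: Autoprocessing-dead procaspase-3 D3A mutant enzyme / Timing: 1 h preincubation plus 2 h reaction at 25 °C / Medium: Zinc-free HEPES/NaCl buffer with 0.01% Triton X-100 at pH 7.4 / Technique: 405 nm absorbance of p-nitroaniline, reads at 0 and 120 min / Repeats: one well per compound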
* = called active by the depositor; . = no result given.

SMILES	PP5 primary	CTSL1 counter	GRK2 inh	procasp7 counter	HCV core dimer	VLA-4 inh	GASC-1 inh	PP1 inh	procasp3 activ
CCCn1c(=NC(=O)CCS(=O)(=O)c2ccccc2)sc2cc(S(N)(=O)=O)ccc21	1.7	-12	6	-6	2	-4	-14	2	4
CN(C)N1C(N)=C(C#N)C(c2ccc(Cl)cc2)C2=C1CCCC2=O (stereo not given)	0.5	-12	2	17	1	14	5	-6	11
COC(=O)c1ccc(NC(=O)C23CCC(C)(C(=O)O2)C3(C)C)cc1 (stereo not given)	2.3	0	3	7	-4	-5	-3	1	3
O=c1c([N+](=O)[O-])c(N2CCOCC2)c2ccccc2n1Cc1ccccc1	-0.8	-1	1	3	0	-20	-3	3	1
Cc1cc2oc(=O)cc(CN(C)Cc3ccccc3F)c2cc1Cl	0.9	7	2	-8	-1	1	1	2	4
Cc1ccc(CN=c2c([N+](=O)[O-])nn(-c3cccc(C)c3)n2O)cc1	-0.9	-1	0	2	0	-13	-6	-3	-9
COc1ccc2c(CCNC(N)=S)c[nH]c2c1	0.6	-1	1	5	-7	9	1	1	-5
CCc1n(CC(O)COCc2ccccc2)c2ccccc2[n+]1C (stereo not given)	-1.8	-1	0	-2	-1	1	2	-2	4
CCOC(=O)c1ccc(NC(=O)C2COc3ccccc3O2)cc1 (stereo not given)	-1.4	3	0	12	4	4	32	0	9
CN(C(=O)CSc1nc(-c2ccccc2)cs1)C1CCS(=O)(=O)C1 (stereo not given)	0.2	3	1	2	-2	5	7	-5	3
CCCCn1c(N)c(N(CC)C(=O)c2ccco2)c(=O)[nH]c1=O	-0.7	.	0	-5	.	7	42	0	1
Cc1cc(C)n(CCC(=O)N2CCN(S(=O)(=O)c3ccc(C)c(C)c3)CC2)n1	4.6	-3	0	-3	1	-1	7	1	5
Cc1cc(=O)n(CCCc2ccccc2)[nH]1	-5.8	4	2	-22	-19	-5	6	3	-7
CC(C)N1C(=O)c2ccc(C(=O)O)cc2C1=O	1.4	-3	0	-2	-6	6	2	1	-2
Cc1ccc(NC(=O)NCCc2ccc(S(N)(=O)=O)cc2)cc1	0.7	-6	0	7	-1	8	-4	-4	2
CNc1ccncc1S(=O)(=O)NC	-1.4	-2	17	-3	-1	0	-2	-1	-2
Cc1ccc(S(=O)(=O)N2CCN(CCOc3cccc(C)c3)CC2)cc1	2.1	.	1	6	.	6	-4	3	-2
CCOc1cc(C(=S)N2CCOCC2)ccc1OC(=O)c1cccc(C)c1	2.1	2	1	-8	9	9	4	2	-1
Cc1csc2nc(NC(=O)c3ccccc3)sc(=O)c12	2.9	5	2	-11	-4	-7	-8	0	-30
Cc1ccc(Nc2nc(N)nc(CN3CCc4ccccc4C3)n2)cc1	3.5	-3	2	-1	-2	-7	3	5	3
CCOc1ccc(N2CC(C(=O)NNC(=O)c3ccc(F)cc3)CC2=O)cc1 (stereo not given)	3.1	.	0	2	.	19	.	-1	2
Nc1nncn1C(=O)CCCN1C(=O)c2ccccc2C1=O	2.9	-13	0	-1	-6	14	-3	-1	1
O=C(COc1ccc(Cl)cc1)Nc1ccc2oc(=O)ccc2c1	-0.5	-3	0	17	8	-4	-10	14	4
O=C(NCc1ccccc1)c1ccc(S(=O)(=O)C(F)F)cc1	0.6	3	4	3	-7	1	-4	1	-13
Cc1ccnc(NC(=O)COc2ccc(Cl)cc2)n1	-0.3	0	0	9	-1	7	2	0	11
O=C1C(c2ccc(F)cc2)N(C2CCCCC2)C(=O)CN1C1CCCC1 (stereo not given)	-1.0	-2	3	1	0	-2	-4	-6	1
C/C(CC(=O)Nc1ccc(C)c(Cl)c1)=N\NC(=O)c1ccccn1	1.3	-1	0	-4	-7	15	-4	-3	-6
Cc1ccc(Cl)cc1NC(=O)CCS(=O)(=O)c1cccc2nonc12	4.2	-4	0	6	3	-8	2	-1	-3
O=C(NCCN1CCOCC1)c1cc2ccccc2oc1=O	-4.0	4	0	-2	-2	10	-5	-4	2
CN1CCC(OC(=O)c2cccc(Cl)c2)CC1	1.8	3	0	-8	0	0	5	-6	3
O=C(Cc1csc(Nc2nc(=S)[nH]c3ccccc23)n1)N1CCN(c2cccc(Cl)c2)CC1	0.6	-1	0	1	12	-5	6	-3	7
O=C(NCCCN1CCCCC1)C1CCN(S(=O)(=O)N2CCC3(CC2)OCCO3)CC1	-1.4	1	6	5	-7	-2	15	0	-5
O=C1NC(NS(=O)(=O)c2ccc(Cl)cc2)(C(F)(F)F)C(=O)N1Cc1cccnc1 (stereo not given)	-0.8	-1	3	9	6	1	1	0	-6
Cc1occc1-c1nnc(SCC(=O)NCCc2ccccc2)n1Cc1ccccc1	0.8	0	3	0	20	-2	9	3	1
CCCC(=O)NC(NC1CCS(=O)(=O)C1)C(Cl)(Cl)Cl (stereo not given)	0.1	-2	0	1	-2	6	1	-3	-1
CCCN1CNC(=S)N(CC2CCCO2)C1 (stereo not given)	2.2	-2	1	3	-6	6	0	-3	0
C=CCOC(=O)C1=C[C@H](c2ccc(Br)cc2)C[C@H](OCCCCO)O1	1.8	3	0	12	-5	13	0	7	2
CCOc1ccc(NC(=O)c2ccccc2NC(=O)CN(C)CC(=O)Nc2ccc(C)cc2)cc1	4.9	3	0	5	12	2	-6	6	2
CC(OC(=O)/C=C/c1cccc(C(F)(F)F)c1)C(=O)NC1CCCCC1C (stereo not given)	-0.2	1	0	-2	-13	-2	-5	-2	-2
Cc1ccc(NC(=O)CN2CCN(Cc3ccccc3)CC2)cc1F	-1.1	-2	2	-5	4	8	14	-1	3
COc1cc(OC)c(/C=N/n2c(C)nnc2C)c(OC)c1	1.7	-1	0	-4	-8	-3	9	0	2
Cc1c(Cl)c([N+](=O)[O-])nn1CC(=O)NCc1ccco1	2.2	-4	1	10	3	4	3	-4	0
O=c1oc(-c2ccco2)nc2c1cnn2-c1ccccc1	-0.8	0	0	-3	6	9	2	0	-4
CCc1ccc(NC(=O)NCC2CCN(Cc3cccc(Cl)c3)CC2)cc1	2.0	2	0	2	-5	10	11	3	8
O=C(CSC(=S)N1CCSCC1)c1ccc(Cl)cc1	-3.3	2	0	-12	4	16	12	-4	7
Cc1ccc(NC(=O)Cn2nnc(C(=O)NCc3ccco3)c2N)cc1	2.0	5	0	-6	3	-11	-5	-2	3
CCOc1ccccc1Nc1nnc(SCC(=O)N(C)C2CCS(=O)(=O)C2)s1 (stereo not given)	.	.	0	16	.	-4	-1	.	6
Cc1c(CC(=O)N2CCN(C(=O)C3COc4ccccc4O3)CC2)c(=O)oc2cc(O)cc(O)c12 (stereo not given)	2.4	2	4	17	11	-1	-7	2	16
Cc1ccc(C2=NS(=O)(=O)N(C)C(C(=O)Nc3cc(C)n(CC(=O)N4CCC(C)CC4)n3)=C2)cc1	1.1	3	1	3	5	-10	-20	0	-4
CN(Cc1ccccc1)C(=O)C(C(=O)c1ccc(F)cc1)n1cc(Cl)ccc1=O (stereo not given)	-0.1	-7	0	-8	-5	-9	12	-3	3
O=C(Nc1ccc(N2CCN(C(=O)C3CC3)CC2)cc1)c1cccs1	2.5	1	0	-8	-20	-3	9	-1	-2
Cc1ccc(O)c(-c2cc(C(F)(F)F)[nH]n2)c1	3.8	-1	0	0	-4	3	-7	3	-6
N#CCOc1ccccc1/C=C/c1nc2ccccc2c(=O)[nH]1	2.5	2	0	-3	6	21	18	1	7
O=C(c1ccco1)N1CCN(S(=O)(=O)c2ccc3c(c2)CCN3C(=O)C2CC2)CC1	0.7	0	2	6	3	9	14	0	-13
O=C(CN1C(=O)C2CCCCC2C1=O)Nc1cccc([N+](=O)[O-])c1 (stereo not given)	0.8	1	0	8	0	-16	13	0	8
CN(CC1CCCO1)S(=O)(=O)c1ccc(C(=O)Nc2nccs2)cc1 (stereo not given)	2.0	-5	0	-6	0	-5	-6	-4	-5
Cc1cccc(C)c1NC(=O)CNC(=O)c1ccc2c(c1)OCCO2	3.4	.	2	-2	.	-8	-6	-2	-13
CC(=O)Nc1ccccc1/C=C/c1ccc2c(C)cc(C)c(O)c2n1	3.2	-5	0	2	-4	39	1	6	-1
CCN(CC(=O)NCc1cccs1)C(=O)c1ccc(S(=O)(=O)N(CC)c2ccccc2)cc1	-0.7	.	3	4	.	-1	3	-3	-1
CC(=O)c1cc2c(cc1NC(=O)C1CC=CCC1C(=O)O)OCO2 (stereo not given)	1.4	0	4	1	4	4	1	0	7

Additional entries:
SMILES	PP5 primary	CTSL1 counter	GRK2 inh	procasp7 counter	HCV core dimer	VLA-4 inh	GASC-1 inh	PP1 inh	procasp3 activ
CC1=Nc2cc(C(=O)N3CCCC3)ccc2Sc2ccc(C)cc21	5.8	-3	3	5	6	16	3	-5	1
Cc1ccc(-n2nc(C)c3c2OC(N)=C(C#N)C3c2cccs2)cc1 (stereo not given)	-0.4	-2	0	-6	-10	14	-2	-1	-4
COc1ccc(COC(=O)c2ccc(S(=O)(=O)N3CCCCC3)cc2)cc1OC	2.8	.	0	2	.	10	-3	-1	1
COc1ccc(C2c3c(ccc4ccccc34)Oc3ncn4nc(CO/N=C/c5ccccc5)nc4c32)cc1 (stereo not given)	0.8	1	3	-1	-7	-14	11	1	-2

Part of the list above in order of number of heavy atoms, ascending.
SMILES	PP5 primary	CTSL1 counter	GRK2 inh	procasp7 counter	HCV core dimer	VLA-4 inh	GASC-1 inh	PP1 inh	procasp3 activ
CC1=Nc2cc(C(=O)N3CCCC3)ccc2Sc2ccc(C)cc21	5.8	-3	3	5	6	16	3	-5	1
Cc1ccc(-n2nc(C)c3c2OC(N)=C(C#N)C3c2cccs2)cc1 (stereo not given)	-0.4	-2	0	-6	-10	14	-2	-1	-4
COc1ccc(COC(=O)c2ccc(S(=O)(=O)N3CCCCC3)cc2)cc1OC	2.8	.	0	2	.	10	-3	-1	1
